# Screening results as filed in PubChem.
# UBC13 inh – blocks human UBC13 polyubiquitin chain formation; 0.47% of 330,000 active; P61088; inhibition, % at 20 µM; AID 485273; TR-FRET; in the data active = inhibition above about 45%, passing the limit was not always enough
# Target sequence (P61088 whole entry, looked up): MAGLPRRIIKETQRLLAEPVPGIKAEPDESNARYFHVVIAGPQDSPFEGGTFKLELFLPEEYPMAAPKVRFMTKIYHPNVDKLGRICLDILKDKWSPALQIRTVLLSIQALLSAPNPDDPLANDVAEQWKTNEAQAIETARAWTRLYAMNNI
# APJ antag – blocks the human apelin receptor APJ. P35414. CHO-K1 APJ beta-arrestin complementation, luminescence. inhibition, % at 20 µM. 0.32% of 330,000 active. AID 2521;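 active = inhibition above about 40% at 20 µM, limit read from the data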;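 also: cells challenged with 10 nM apelin-13 agonist together with compound; plate controls were apelin-13 plus DMSO wells for no effect and DMSO wells lacking apelin-13 for full effect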
# EBI2 block – EBI2 (human) antagonism. inhibition, % at 5 µM. P32249. 0.81% of 360,000 active. EBI2 beta-arrestin recruitment, luminescence, 7a,25-OHC stimulated. AID 651636; in the data active = inhibition above about 38%;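 also: enzyme fragment complementation signal reports receptor beta-arrestin coupling in cells; 0% = agonist plus DMSO wells and 100% = wells without agonist; some results beyond the cut were filed as inactive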
# Target sequence (P32249 whole entry, looked up, the tested form may be a part): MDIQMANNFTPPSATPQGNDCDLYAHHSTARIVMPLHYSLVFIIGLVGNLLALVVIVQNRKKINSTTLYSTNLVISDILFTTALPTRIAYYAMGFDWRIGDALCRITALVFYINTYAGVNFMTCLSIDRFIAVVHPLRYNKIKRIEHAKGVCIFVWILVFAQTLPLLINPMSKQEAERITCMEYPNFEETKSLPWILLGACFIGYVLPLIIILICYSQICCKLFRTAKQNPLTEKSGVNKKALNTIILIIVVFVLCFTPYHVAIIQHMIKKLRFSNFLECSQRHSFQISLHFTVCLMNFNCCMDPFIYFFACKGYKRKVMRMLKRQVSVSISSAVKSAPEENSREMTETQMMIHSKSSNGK
# 697 NFkB inh – lowers PMA/ionomycin-induced NF-kB signal in 697 B cells; 697 B-cell NF-kB luciferase reporter, 16 h; inhibition, % at 4 µM; 0.33% of 330,000 active; AID 435022; in the data active = inhibition above about 35%
# Gli-Sufu antag – blocks Gli-Sufu signaling in a luciferase reporter; inhibition, % at 5 µM; Sufu-KO-LIGHT fibroblasts, Gli luciferase reporter luminescence; 0.74% of 340,000 active;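 active = inhibition above about 55%, limit read from the data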;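 also: 0% = DMSO-treated cells and 100% = wells with medium but no cells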
# CXCR6 inh – blocks human CXCR6 beta-arrestin recruitment; O00574; CHO-K1 PathHunter CXCR6 beta-arrestin, luminescence; inhibition, % at 20 µM; 0.36% of 360,000 active; in the data active = inhibition above about 34%, passing the limit was not always enough;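 also: antagonist mode with CXCL16 agonist at 10 nM final; 0% = 10 nM CXCL16 with DMSO and 100% = unstimulated wells without agonist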
# Target sequence (O00574 whole entry, looked up): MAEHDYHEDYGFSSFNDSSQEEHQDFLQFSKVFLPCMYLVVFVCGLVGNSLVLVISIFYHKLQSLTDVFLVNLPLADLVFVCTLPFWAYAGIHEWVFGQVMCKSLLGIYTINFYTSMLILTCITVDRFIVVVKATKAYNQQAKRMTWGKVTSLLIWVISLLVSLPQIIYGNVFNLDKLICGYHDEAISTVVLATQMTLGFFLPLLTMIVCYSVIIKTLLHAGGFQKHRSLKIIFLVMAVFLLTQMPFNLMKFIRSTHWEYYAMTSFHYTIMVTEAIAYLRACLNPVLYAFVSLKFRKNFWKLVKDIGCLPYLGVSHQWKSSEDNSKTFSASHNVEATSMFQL
# CCR6 antagonist – blocks CCL20-driven beta-arrestin recruitment at human CCR6. inhibition, % at 20 µM. 0.49% of 340,000 active. CHO-K1 CCR6 PathHunter beta-arrestin, luminescence, CCL20-stimulated;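 active = compounds whose inhibition of the agonist-driven luminescence signal at 20 µM reaches about 50%, limit read from the data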;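 also: cells stimulated with CCL20 at 14 nM final; plate controls were DMSO with CCL20 for no effect and DMSO without agonist for full effect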
# Jurkat NFkB inh – lowers PMA/ionomycin-induced NF-kB signal in Jurkat cells. PMA/ionomycin-induced NF-kB luciferase reporter, luminescence. inhibition, % at 4 µM. 0.53% of 330,000 active; in the data active = inhibition above about 50%
# * = called active by the depositor; . = no result given. An unsorted share of the library; overall some 3% were active at least once.
molecule,UBC13 inh,APJ antag,EBI2 block,697 NFkB inh,Gli-Sufu antag,CXCR6 inh,CCR6 antagonist,Jurkat NFkB inh
CC(=O)Nc1ccc(NC(=O)Cn2nc([N+](=O)[O-])c(Br)c2C)cc1,-4,4,-12,6,2,2,4,6
Cc1cc(C)c2c(=O)[nH][nH]c2n1,.,.,-19,.,-3,-5,-5,.
CCCOC(=O)c1ccc(Nc2nc(C)cc(=O)[nH]2)cc1,-8,19,3,3,-2,-7,-10,13
O=C(Nc1ccc(Cl)cc1)C1CCN(C(=O)c2ccco2)CC1,0,22,-1,19,-20,-7,-2,3
CCOC(=O)C(C)Sc1cnccn1 (stereo unspecified),1,15,-5,7,-6,7,8,9
Cc1ccc(S(=O)(=O)NCCCCCC(=O)N(C)C)cc1,-4,-2,-1,10,0,-10,5,8
CCN(CC(=O)Nc1ccc(OC)cc1)C(=O)CN1C(=O)NC(C)(c2ccc3ccccc3c2)C1=O (stereo unspecified),1,-8,6,17,7,-8,2,6
Cc1[nH]c(=O)[nH]c(=O)c1NC(=O)c1cccs1,7,-2,4,22,-6,-5,-7,10
O=C(Nc1sc2c(c1C(=O)NC1CCCCC1)CCC2)c1ccco1,1,-21,-9,6,-5,3,-1,4
CN(CC(=O)Nc1cccc2c1CCCC2)S(=O)(=O)c1ccc(Cl)cc1,-6,5,-3,1,-8,5,11,-13
CCOc1ccc(CCNc2cc(C)nc3ncnn23)cc1OCC,11,1,-12,-2,2,3,2,-17
CC(=O)C1C(c2cccc(Oc3ccccc3)c2)NC(=O)NC1(O)C(F)(F)F (stereo unspecified),0,-1,-22,16,-2,0,-1,3
CCOc1ccc(-n2c(C)nc3cc(C(=O)NCC4CCCO4)ccc32)cc1 (stereo unspecified),-3,7,2,8,-3,8,0,1
O=C(Cn1nnc2ccccc21)c1ccccc1,0,9,9,4,-6,-5,10,-8
C/C(=N\N=C(N)N)c1ccc(Cl)c(Cl)c1,19,-1,-12,1,2,-5,-7,-11
Cc1ccc(SCc2cn3c(C)cc(C)nc3n2)cc1,4,5,-13,-8,-9,4,8,-3
Cc1cc(NC(=O)COC(=O)c2ccccc2[N+](=O)[O-])no1,-2,-2,1,-16,-3,-3,-7,10
COc1ccc(CC2(CO)CCN(Cc3cccn3-c3ccccn3)CC2)cc1,12,12,-9,11,-22,0,6,3
CCOC(=O)C1=C(COC(=O)c2ccc(Br)c(S(=O)(=O)N3CCOCC3)c2)NC(=O)NC1C (stereo unspecified),.,.,-10,.,-10,2,15,.
CCn1nc(NC(=O)C(C)(C)C)c2cc3cccc(C)c3nc21,6,-4,4,10,8,0,15,-3

# (more compounds)
molecule,UBC13 inh,APJ antag,EBI2 block,697 NFkB inh,Gli-Sufu antag,CXCR6 inh,CCR6 antagonist,Jurkat NFkB inh
Cc1cc(C)cc(N2C(=O)CC(Sc3ccccc3C(=O)O)C2=O)c1 (stereo unspecified),2,-1,7,-11,2,-4,-22,5
Cc1cccc(CSc2nc3ccccc3c(=O)n2C)c1,8,5,-11,-44,18,-5,29,2
Cc1cc(/C=C2/NC(=O)N(Cc3ccccc3F)C2=O)c(C)n1-c1ccccn1,-25,-7,0,6,28,15,18,0
O=C(c1cc(S(=O)(=O)Nc2ccccc2F)c(Cl)cc1Cl)N1CCN(CCO)CC1,-1,0,-1,9,1,-2,8,-2
Cc1c(C(=O)OCC(=O)Nc2ccccc2OC(F)F)cccc1[N+](=O)[O-],5,26,-4,2,-1,-5,11,-9
O=C(NC(=S)NCc1nc2ccccc2[nH]1)c1ccccc1F,-6,-11,-14,-41,-18,1,-16,-50
CCOC(=O)C1CCCN(CC(O)COc2cccc(C)c2)C1 (stereo unspecified),2,5,1,12,10,-5,6,12
COc1cc(/C=C2\SC(=S)N(Nc3ncc(C(F)(F)F)cc3Cl)C2=O)ccc1O,-88,51*,40,-7,4,60*,68*,-2
N#Cc1cccc(NC(=O)COC(=O)CCc2nc3ccccc3c(=O)[nH]2)c1,8,21,-10,1,0,0,6,-5
Cc1nc2ccc(NC(=O)c3ccc(Cl)c([N+](=O)[O-])c3)cc2s1,1,-15,5,15,-10,1,3,-4
Cc1ccc(S(=O)(=O)N(CCO)c2cc3c(s2)CCCC3)cc1,3,-8,-2,15,9,-3,13,4
O=c1[nH]ncc(N2CCN(C(c3ccccc3)c3ccccc3)CC2)c1Cl,-5,17,12,-38,-1,10,15,10
C=CCNC(=O)C(=O)c1c(-c2ccccc2)[nH]c2ccccc12,-1,-7,-2,19,-9,-2,-2,1
CC1CCN(c2ccccc2NC(=O)c2ccc(N3CCOCC3)c([N+](=O)[O-])c2)CC1,-4,22,10,0,6,2,8,8
NC1=NC(=O)S/C1=C\c1ccc(O)cc1,-13,-3,-1,-2,-5,15,26,-11
CCCCCn1c(=O)[nH]c2cc(C(=O)NCc3ccccn3)ccc2c1=O,0,-3,-2,16,11,-2,4,-7
Cc1cc(NC(=O)COc2ccccc2C#N)no1,0,-9,-8,-45,-35,1,1,-54
Cc1ccc2c(c1)N(CC(=O)NCCC1=CCCCC1)C(=O)c1cccnc1O2,6,-28,3,20,-1,-1,18,6
CC(Nc1oc(-c2ccco2)nc1C#N)c1ccccc1 (stereo unspecified),-4,5,-7,-17,1,4,5,3
Cc1cccc(C(=O)N2CCCC(N3CCN(c4ccccc4)CC3)C2)n1 (stereo unspecified),4,23,-3,-12,8,1,-1,-7

# Going on with the list.
molecule,UBC13 inh,APJ antag,EBI2 block,697 NFkB inh,Gli-Sufu antag,CXCR6 inh,CCR6 antagonist,Jurkat NFkB inh
CC1=Nc2cc(C(=O)NCc3ccco3)ccc2Sc2ccc(C)cc21,-24,-34,-8,7,30,0,7,51*
O=C(c1ccco1)N1CCN(c2ccc([N+](=O)[O-])c(N3CCOCC3)c2)CC1,-18,6,-1,13,4,13,14,5
CCCCc1ccc(NC(=S)Nc2ccc(Nc3ccc(OC)cc3)cc2)cc1,-6,0,10,10,-1,-1,9,9
CCN(CC)CCNC(=O)C1c2cc(OC)c(OC)cc2C(=O)N(C)C1c1cccs1 (stereo unspecified),-2,2,-5,11,-2,-9,-7,-3
Cc1csc(NC(=O)c2cc3ccccc3o2)n1,2,11,2,36*,-100,4,3,-135
COc1ccc(NC(=O)CN2C(=O)NC3(CCCC3)C2=O)c(OC)c1,5,13,5,-7,-7,4,7,0
O=S1(=O)CC(O)C(Nc2ccccc2Cl)C1 (stereo unspecified),11,8,0,22,4,2,1,-2
COc1cccc(-n2c(SCC(N)=O)nnc2-c2ccco2)c1,3,9,-14,4,-3,-6,-7,13
Cc1ccc(S(=O)(=O)N2CCN(C(=O)CSc3nnc(-c4ccco4)o3)CC2)cc1,-3,5,4,-2,4,-2,-8,7
Cn1c(SCc2ccccc2F)nc2ccccc2c1=O,-9,14,-18,-16,2,0,10,19
COCC(CN1CCN(C2=NS(=O)(=O)c3ccccc32)CC1)OC(=O)c1ccc(OC)cc1 (stereo unspecified),4,4,10,12,6,-4,11,12
Cc1cc(=O)[nH]c(Nc2ccc(C(=O)OC(C)C)cc2)n1,-9,-4,11,-6,1,-7,-4,-7
COc1ccc(CN2C(=O)c3cccnc3C2Nc2ccc(OC)c(Cl)c2)cc1 (stereo unspecified),11,22,5,-5,-1,9,10,-5
O=C(NN1CCOCC1)c1ccc(Cl)cc1Cl,3,9,-6,6,3,2,-10,4
COc1ccc(C(=O)CN(Cc2ccccc2)C2=NCCS2)cc1,5,10,-9,10,9,2,16,-19
O=C(/C=C/c1ccc2c(c1)OCO2)NCCS(=O)(=O)N1CCN(c2ccc(F)cc2)CC1,27,-76,20,9,-1,-11,-2,22
CC(OC(=O)c1cc2ccccc2[nH]1)C(=O)N(C)c1ccccc1 (stereo unspecified),-5,1,-3,10,-3,6,-1,-113
O=C(C1=C(O)C(=O)N(CC2CCCO2)C1c1ccccc1Cl)c1ccco1 (stereo unspecified),-2,21,7,6,39,-4,3,20
CC(=O)Nc1ccc(S(=O)(=O)NCCC(=O)NC(C)c2cccs2)cc1 (stereo unspecified),-12,-2,-6,1,-3,1,-7,-13
CC1(C)SC(=S)N(c2ccccc2)C1/[N+]([O-])=C/c1cccc([N+](=O)[O-])c1 (stereo unspecified),3,4,1,8,5,10,19,3

# Reprinted at random: 5 compounds from above, in no set order.
molecule,UBC13 inh,APJ antag,EBI2 block,697 NFkB inh,Gli-Sufu antag,CXCR6 inh,CCR6 antagonist,Jurkat NFkB inh
COc1ccc(C(=O)CN(Cc2ccccc2)C2=NCCS2)cc1,5,10,-9,10,9,2,16,-19
COc1ccc(CN2C(=O)c3cccnc3C2Nc2ccc(OC)c(Cl)c2)cc1 (stereo unspecified),11,22,5,-5,-1,9,10,-5
COc1cccc(-n2c(SCC(N)=O)nnc2-c2ccco2)c1,3,9,-14,4,-3,-6,-7,13
CCCCc1ccc(NC(=S)Nc2ccc(Nc3ccc(OC)cc3)cc2)cc1,-6,0,10,10,-1,-1,9,9
O=C(C1=C(O)C(=O)N(CC2CCCO2)C1c1ccccc1Cl)c1ccco1 (stereo unspecified),-2,21,7,6,39,-4,3,20

# Three entries out of the list, sorted by number of heavy atoms, rising:
molecule,UBC13 inh,APJ antag,EBI2 block,697 NFkB inh,Gli-Sufu antag,CXCR6 inh,CCR6 antagonist,Jurkat NFkB inh
COc1ccc(NC(=O)CN2C(=O)NC3(CCCC3)C2=O)c(OC)c1,5,13,5,-7,-7,4,7,0
CC1(C)SC(=S)N(c2ccccc2)C1/[N+]([O-])=C/c1cccc([N+](=O)[O-])c1 (stereo unspecified),3,4,1,8,5,10,19,3
O=C(c1ccco1)N1CCN(c2ccc([N+](=O)[O-])c(N3CCOCC3)c2)CC1,-18,6,-1,13,4,13,14,5

# Later entries
molecule,UBC13 inh,APJ antag,EBI2 block,697 NFkB inh,Gli-Sufu antag,CXCR6 inh,CCR6 antagonist,Jurkat NFkB inh
Cc1ccccc1-c1nsc(SCC(=O)NCc2ccc3c(c2)OCO3)n1,-2,5,-9,11,0,10,15,3
N#CCn1c(CCl)nc2ccccc2c1=O,-3,-4,-1,14,-10,12,-2,3
COc1cc(S(=O)(=O)NC2CCCC2)ccc1-n1cnnn1,0,-1,-7,6,28,-10,19,-3
COc1ccc(C(=O)OCC(=O)NC2CC2)cc1S(=O)(=O)Nc1ccc(C)cc1,-12,-15,-5,-15,-8,1,-2,-5
O=C(O)c1cc([N+](=O)[O-])ccc1Nc1ccccc1,-12,26,11,-18,0,4,17,-15
C/C(=N\NC(=O)c1cccnc1)c1cc(C)oc1C,-2,-6,-11,-2,-9,-3,16,7
CC(=NCCN1CCOCC1)C1=C(O)c2ccccc2C1=O,-4,-7,-2,-20,-14,9,-16,-10
COc1ccc(C2(c3ccc(OC)cc3)NC(=O)N(CC(=O)N(C)C3CCC(C)CC3)C2=O)cc1 (stereo unspecified),3,5,0,18,-1,1,4,16

# Limited to Gli-Sufu antag, UBC13 inh and Jurkat NFkB inh, for some of the entries so far:
molecule | Gli-Sufu antag | UBC13 inh | Jurkat NFkB inh
CC1=Nc2cc(C(=O)NCc3ccco3)ccc2Sc2ccc(C)cc21 | 30 | -24 | 51*
O=C(c1ccco1)N1CCN(c2ccc([N+](=O)[O-])c(N3CCOCC3)c2)CC1 | 4 | -18 | 5
CCCCc1ccc(NC(=S)Nc2ccc(Nc3ccc(OC)cc3)cc2)cc1 | -1 | -6 | 9
CCN(CC)CCNC(=O)C1c2cc(OC)c(OC)cc2C(=O)N(C)C1c1cccs1 (stereo unspecified) | -2 | -2 | -3
Cc1csc(NC(=O)c2cc3ccccc3o2)n1 | -100 | 2 | -135
COc1ccc(NC(=O)CN2C(=O)NC3(CCCC3)C2=O)c(OC)c1 | -7 | 5 | 0
